HTRA1 inh: blocks human HTRA1 serine peptidase; hit rate 0.5% among 340,000; inhibition, % at 5.96 µM; recombinant HTRA1, FP-rhodamine activity-based probe, fluorescence polarization; AID 504803; in the data active = inhibition above about 36%;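 also: 0% = enzyme with DMSO and 100% = wells lacking enzyme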
Target sequence (Q92743 whole entry, looked up): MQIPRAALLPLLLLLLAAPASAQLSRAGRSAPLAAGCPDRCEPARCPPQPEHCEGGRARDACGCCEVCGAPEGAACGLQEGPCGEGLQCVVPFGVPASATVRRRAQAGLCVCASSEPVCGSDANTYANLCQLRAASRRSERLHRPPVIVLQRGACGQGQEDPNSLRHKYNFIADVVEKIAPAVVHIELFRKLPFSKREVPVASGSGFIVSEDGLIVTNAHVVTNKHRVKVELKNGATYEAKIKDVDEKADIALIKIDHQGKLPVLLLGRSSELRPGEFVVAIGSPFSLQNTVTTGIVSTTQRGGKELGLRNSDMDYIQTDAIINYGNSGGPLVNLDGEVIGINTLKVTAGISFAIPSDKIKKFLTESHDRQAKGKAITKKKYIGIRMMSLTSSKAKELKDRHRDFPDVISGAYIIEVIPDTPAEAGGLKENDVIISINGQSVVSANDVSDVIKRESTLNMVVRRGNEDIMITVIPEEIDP
rCAG binder: molecules binding r(CAG) RNA repeats | r(CAG) RNA repeat, TO-PRO-1 dye displacement fluorescence | inhibition, % at 3 µM | hit rate 1.3% among 370,000 | AID 651821;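 active = inhibition above the plate cutoff, the mean of all test compounds on that plate plus 3 SD, cut at about 35% in these data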;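 also: 0% = DMSO alone and 100% = 100 µM mitoxantrone as full dye displacement; higher means more dye released from RNA so lower well fluorescence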
PRMT1 inh: PRMT1 (human) inhibition, primary screen | hit rate 1.3% among 370,000 | inhibition, % at 2.79 µM | recombinant PRMT1, activity-based probe fluorescence polarization;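 active = inhibition above about 21% made by adding two undisclosed values, limit read from the data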
TCR-CD3 inh: inhibitors of human TCR-CD3 interaction; inhibition, % at 9.4 µM; TAMRA-labeled TCR probe fluorescence, biochemical; hit rate 0.37% among 360,000; in the data active = inhibition above about 19%;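 also: recombinant mutant TCR 2C K166C tagged with TAMRA read by polarization; 0% = receptor in buffer alone and 100% = receptor with positive control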
TDP2 inh: blocks human TDP2 phosphodiesterase activity; O95551; recombinant TDP2, T5PNP hydrolysis, p-nitrophenol absorbance 415 nm; inhibition, % at 12.8 µM; hit rate 0.34% among 370,000;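 active = inhibition above the mean of all tested compounds plus 3 SD, set per campaign, cut at about 25% in these data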;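 also: 0% = DMSO with enzyme and 100% = buffer with substrate but no TDP2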
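System – recombinant human TDP2 · Quantity – TDP2 enzyme at 120 nM final · Doses – single concentration, 12.8 µM nominal, with 1% DMSO · Incubation – 2 h at 37 °C · Measured by – epi absorbance of p-nitrophenol freed from T5PNP by hydrolysis · Read-out – % inhibition relative to enzyme-containing and enzyme-free wells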
LEDGF integ inh: blocks HIV-1 LEDGF/p75-dependent DNA integration; TR-FRET IN-LEDGF/p75 DNA integration, Eu/Cy5; AID 743269; inhibition, % at 3.7 µM; hit rate 0.64% among 370,000;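 active = inhibition above the screen-wide mean plus 3 SD, cut at about 13% in these data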;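 also: signal is the Cy5 over europium emission ratio at 671 and 618 nm; 0% = plate median of compound wells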
SIAE inh: blocks human sialic acid acetylesterase; AID 1053197; inhibition, % at 9.66 µM; SIAE FP-Rh probe binding, fluorescence polarization; Q9HAT2; hit rate 0.69% among 370,000;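 active = inhibition above a cutoff: mean of compounds within the control limits plus 3 SD of those, cut at about 17% in these data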;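 also: 0% = plate median of compound wells and 100% = probe without SIAE protein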
ABHD4 inh: inhibits mouse alpha/beta hydrolase domain 4; hit rate 0.54% among 370,000; Q8VD66; purified mABHD4, FP-Rh probe fluorescence polarization; inhibition, % at 8.92 µM; AID 720543;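 active = inhibition exceeding the mean over every tested compound plus 3 SD, cut at about 30% in these data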;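 also: 0% = plate median of compound wells and 100% = S159A mutant with DMSO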
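system = mouse ABHD4 enzyme, wild type | medium = HEPES pH 7.0, NaCl, Pluronic buffer | also added = FP-Rh probe | incubation = Enzyme–compound pre-incubation 45 min, then probe 60 min, both 25 °C | technique = fluorescence polarization, excitation 525 nm, emission 598 nm, BODIPY TMR filters | controls = S159A mutant high control, sample median low control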
MBD2 inh: MBD2-methylated oligo binding inhibition | hit rate 0.31% among 370,000 | inhibition, % at 4.4 µM | TR-FRET, MBD2 binding to methylated oligonucleotide | Q9UBB5; in the data active = inhibition above about 13%
Target sequence (Q9UBB5 whole entry, looked up): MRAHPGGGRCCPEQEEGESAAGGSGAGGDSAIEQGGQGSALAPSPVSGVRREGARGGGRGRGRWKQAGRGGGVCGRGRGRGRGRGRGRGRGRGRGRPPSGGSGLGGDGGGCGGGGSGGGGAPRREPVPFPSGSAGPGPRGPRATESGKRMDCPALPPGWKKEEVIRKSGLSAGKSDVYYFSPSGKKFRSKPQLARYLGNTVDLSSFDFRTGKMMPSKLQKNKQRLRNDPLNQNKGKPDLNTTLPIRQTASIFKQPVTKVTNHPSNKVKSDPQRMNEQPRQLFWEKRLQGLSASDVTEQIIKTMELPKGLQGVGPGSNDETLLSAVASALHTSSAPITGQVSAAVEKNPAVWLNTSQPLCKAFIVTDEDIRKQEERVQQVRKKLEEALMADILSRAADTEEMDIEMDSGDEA
NPR2 activator: GC-B (human) receptor activation. P20594. HEK293-GC-B cells, CNP EC30, cGMP TR-FRET; 0% at EC30 CNP, 100% saturating CNP. activation, % at 10 µM. hit rate 0.11% among 370,000;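 active = activation at 10 µM reaching about 35% in either raw or pattern-adjusted values, limit read from the data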
The depositor's hits bear a star; . = no result given. Some of the compounds tested. The share of hits here may be higher or lower than overall.

structure,HTRA1 inh,rCAG binder,PRMT1 inh,TCR-CD3 inh,TDP2 inh,LEDGF integ inh,SIAE inh,ABHD4 inh,MBD2 inh,NPR2 activator
CN(C(=O)COC(=O)COc1ccc2ccccc2c1)c1ccccc1,-10.5,1.6,3.7,3.5,7.0,0.3,5.2,1.9,-1.5,0.1
CNC(=S)N/N=C/c1cc(C)n(-c2ccc(Cl)c(Cl)c2)c1C,-5.9,2.8,5.2,-2.5,2.3,-1.7,12.5,2.8,2.0,2.1
CCN(CC)CCCNC(=O)C1CCC(CNS(=O)(=O)c2c(C)cc(C)cc2C)CC1 (stereo unspecified),0.4,-5.4,-0.8,5.9,7.3,-1.5,0.8,-0.6,1.2,9.3
CSc1nsc(SCC(=O)Nc2ccc(C(=O)O)cc2)n1,-5.1,-3.4,2.5,5.9,-5.7,3.6,-0.5,-5.8,-2.3,-0.6
O=C(NCCc1ccccc1)OCc1cn(-c2cccc(C(F)(F)F)c2)nn1,.,-0.7,-2.7,.,3.7,0.6,-6.5,-7.1,-4.1,-2.5
CCOc1ccc(S(=O)(=O)NCCC(=O)N2CCC(Cc3ccccc3)CC2)cc1,-7.8,-2.5,-6.6,5.3,-6.6,3.6,-2.6,-5.7,-5.2,-2.1
O=C(CCc1ccccc1)NNC(=O)c1ccc(NC(=O)c2ccccc2)cc1,1.8,0.9,2.9,-2.5,-6.5,-6.3,-4.6,2.9,2.9,2.2
O=C(CSc1nnnn1-c1ccc(Cl)cc1)NC(=O)Nc1ccc2c(c1)OCCO2,-6.5,4.4,-0.4,1.0,-5.5,5.7,-1.8,-5.4,2.3,-0.8
C/C(=C\C(=O)c1ccc(Cl)cc1)Nc1ccc(N2CCOCC2)cc1,2.2,1.3,-0.6,3.3,19.7,8.0,3.8,16.0,0.4,2.7
Cc1cc(/C=C(\C#N)C(=O)Nc2ccccc2)c(C)n1-c1cccnc1,-9.6,-1.6,1.1,-6.8,1.7,1.6,1.2,-3.6,-5.2,3.7
Cc1nc(-c2cccc(-c3noc(C)n3)c2)no1,-1.9,0.6,1.9,8.4,7.0,1.0,-2.9,-7.2,-3.3,0.3
O=C(O)c1ccc2c(c1)-c1cc(C(=O)O)ccc1S2(=O)=O,4.3,1.2,-6.7,5.4,0.4,4.4,-0.8,-0.2,0.3,3.3
CCCc1cc(=O)[nH]c(SCC(=O)Nc2nonc2N)n1,0.1,-0.6,8.5,-1.0,0.5,2.6,8.3,2.2,4.3,-2.3
CCOC(=O)C1(CCOc2ccccc2)CCN(Cc2cccc(F)c2)CC1,-8.3,-10.1,-1.3,-4.7,-13.2,0.6,7.5,-2.9,8.4,-0.5
O=c1cc(-c2ccccc2)oc2ccc(Cl)cc12,-10.1,7.6,2.4,4.9,1.9,0.7,3.5,2.4,-2.6,-2.4

Grouped by structure, the compounds so far with fluorine
structure,HTRA1 inh,rCAG binder,PRMT1 inh,TCR-CD3 inh,TDP2 inh,LEDGF integ inh,SIAE inh,ABHD4 inh,MBD2 inh,NPR2 activator
O=C(NCCc1ccccc1)OCc1cn(-c2cccc(C(F)(F)F)c2)nn1,.,-0.7,-2.7,.,3.7,0.6,-6.5,-7.1,-4.1,-2.5
CCOC(=O)C1(CCOc2ccccc2)CCN(Cc2cccc(F)c2)CC1,-8.3,-10.1,-1.3,-4.7,-13.2,0.6,7.5,-2.9,8.4,-0.5

Other records.
structure,HTRA1 inh,rCAG binder,PRMT1 inh,TCR-CD3 inh,TDP2 inh,LEDGF integ inh,SIAE inh,ABHD4 inh,MBD2 inh,NPR2 activator
CCOC(=O)N1CCN(c2cccc(C)c2C)CC1,2.8,-2.8,0.3,-1.5,-11.7,1.5,11.0,2.6,-0.5,6.0
COc1ccc(C(=O)NC(=S)N2CCCCC2)cc1[N+](=O)[O-],2.8,-0.6,-3.8,-3.6,-18.6,-2.5,6.7,1.2,-5.7,-3.1
CCCCC[C@@H]1C=C(C(=O)O)[C@H](c2ccc(CC)cc2)N1S(=O)(=O)c1ccc(C)cc1,-39.4,8.1,2.5,-2.3,4.2,-2.7,0.4,5.7,-0.6,3.0
O=C1N2c3ccccc3CCc3cccc(c32)C1(O)C(F)(F)F (stereo unspecified),-15.7,0.4,1.9,0.2,-4.5,1.4,6.2,-12.5,-1.9,-0.3
O=C(NNC1CC(=O)N(c2ccc3c(c2)OCCO3)C1=O)c1ccccc1 (stereo unspecified),2.2,4.8,-0.5,6.5,-4.6,1.8,-0.4,4.7,4.8,3.6
O=C(Nc1ccccc1F)c1cc2c(s1)-c1ccccc1S(=O)(=O)C2,4.4,3.4,-1.2,2.1,-1.2,-2.5,-7.6,0.6,-1.8,-0.4
COc1ccc(N2CCN(CCCNC(=O)C3CCN(S(=O)(=O)N4CCOCC4)CC3)CC2)cc1,0.4,-7.6,5.4,-3.4,9.3,-5.2,11.7,1.9,7.2,-2.3
COC(=O)Cc1nnn2c1[C@H](C)[C@H](c1ccccc1Br)OCC2,.,2.7,1.2,-3.6,-1.2,2.7,9.7,-11.6,5.5,-1.2
COc1ccc(NC(=O)c2cc3ccccc3cc2O)cc1,39.2*,45.7*,5.1,-3.9,8.2,-3.5,14.9,28.0,3.5,0.6
Cc1ccccc1CNc1nc(N)n(-c2ccccc2)n1,4.3,0.6,-2.2,4.7,4.0,-3.7,15.4,-0.1,-3.2,5.3
O=C(CN1CCN(S(=O)(=O)c2ccc(F)cc2)CC1)Nc1ccc(F)cc1F,2.2,-1.3,6.5,-9.5,-4.6,1.1,3.0,-11.3,6.1,1.4
O=S(=O)(NN1CCOCC1)c1ccc(Br)cc1,7.7,-0.6,1.2,-0.2,4.1,3.5,5.6,5.0,-4.4,-4.2
Fc1ccc(CSc2nncn2NCc2ccccc2)cc1,-2.0,-1.8,0.9,-15.7,-3.6,3.1,-5.3,-5.1,-5.2,-3.2
COc1ccc(C(=O)CSc2nc(=O)n3ccc(C)cc3n2)cc1,2.3,11.7,9.7,3.8,-1.5,-1.7,-7.2,-17.9,11.7,-5.8
O=S(=O)(Nc1nc2ccccc2nc1NCCO)c1cccc(Cl)c1,7.2,28.9,1.4,9.1,-7.8,-2.6,4.0,2.1,-0.6,3.5

Further entries.
structure,HTRA1 inh,rCAG binder,PRMT1 inh,TCR-CD3 inh,TDP2 inh,LEDGF integ inh,SIAE inh,ABHD4 inh,MBD2 inh,NPR2 activator
COc1ccc(C2=NS(=O)(=O)N(C)C(C(=O)N(C)Cc3ccccc3)=C2)cc1OC,-4.9,1.6,0.3,-9.9,-5.3,-2.2,-6.0,-1.6,-3.5,-1.1
COc1ccc(S(=O)(=O)N2CC(C)N(C(=O)N(C)C)C2C)cc1 (stereo unspecified),6.1,0.0,-9.5,-6.3,-17.5,3.3,7.3,-6.3,-2.1,-0.5
O=S(=O)(NCCc1ccccc1)c1ccc(Br)cc1,-0.8,-2.7,-3.9,-5.2,0.3,-4.8,-1.6,5.4,2.1,-18.7
O=C(O)C12CC3CC(C1)CC(n1ncc(NCc4ccccc4)c(Cl)c1=O)(C3)C2,0.8,1.9,-0.1,0.3,4.5,0.4,-2.8,-0.9,1.9,1.4
N#CCCn1ccc(NC(=O)c2ccc(Cl)cc2)n1,-3.3,1.0,1.6,5.0,5.6,-2.8,-0.8,1.8,0.5,3.3
O=C(c1ccc(C(F)(F)F)cc1)C1CCCN(C(=O)CCN2CCCO2)C1 (stereo unspecified),-8.5,-5.9,-3.0,2.7,4.0,-0.4,2.3,-2.7,-0.4,0.2
O=S1OCCN1c1ccccc1 (stereo unspecified),2.7,-1.4,4.3,3.9,-8.7,-0.2,5.5,3.8,-9.2,0.3
Cc1cc(C)n(CCCNC(=O)C2CC(=O)N(Cc3ccccc3)C2)n1 (stereo unspecified),7.5,0.3,-1.1,10.4,8.1,0.9,8.7,4.0,0.3,-1.7
Nc1nc(Cl)cc(N2CCC(c3cc(-c4ccc(Cl)cc4Cl)n[nH]3)CC2)n1,-67.5,7.0,-0.7,1.4,-7.9,0.3,-7.1,-19.6,0.6,-1.8
CN(C)CCCNC(=O)Cc1ccc(Br)cc1,-2.9,-1.2,-0.3,3.9,-17.6,-2.1,0.0,-9.5,6.7,1.0
CC(C)(C)C(=O)N1c2ccccc2CCc2ccccc21,3.6,-1.1,2.8,4.2,5.5,-4.6,0.9,2.1,-0.2,-6.4
O=C(Cc1ccc(NC(=O)C2CCN(C(=O)C3CC3)CC2)cc1)Nc1ccc(C(=O)N2CCOCC2)cc1,9.3,0.7,1.7,-7.6,-1.3,-4.2,4.7,5.5,-0.3,1.7
O=C(Nc1ccc2oc(-c3ccccc3)nc2c1)c1ccc2c(c1)OCCO2,-40.9,6.5,1.5,-6.6,15.6,2.1,-38.2,-32.6,2.7,-0.8
Cc1ccc(C(=O)Nc2ccc(N3CCN(C)CC3)cc2)c(Cl)c1,4.4,-6.1,-1.6,3.2,12.2,-1.3,9.0,-3.5,1.8,3.9
COc1ccc2oc(=O)c(C(=O)O)cc2c1,-0.2,0.1,1.8,-8.4,12.3,6.4,1.9,3.2,-3.1,2.5
COc1cc(C(=O)NC(=S)N(CCc2ccccc2)CCc2ccccc2)cc(OC)c1OC,-8.2,9.0,2.0,2.4,-4.1,14.0*,-5.7,-3.4,-1.6,0.3
CC1CCCC(C)N1NC(=O)c1ccc(Cl)c(S(N)(=O)=O)c1 (stereo unspecified),-3.7,1.0,-1.7,3.7,11.4,-2.4,-1.6,-0.9,1.4,-0.8
O=C(NC1CCCCCC1)c1cccc(S(=O)(=O)N2CCOCC2)c1,0.0,1.8,3.3,1.4,-2.9,-2.9,4.7,5.2,-5.2,2.0

Bioassay records: PubChem BioAssay, several laboratories
